FLuc modulator = firefly luciferase modulation, counter-screen for miR-21 project. Potency, µM (series often up to 57.5 µM), for the others: at the highest dose activity change, negative = inhibition, actives largely listed as inhibitors. 6.9% of 360,000 active. purified FLuc, Km substrates, luminescence inhibition. P08659;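 also: plate controls were vehicle for no effect and reference inhibitor for full effect; nearly all actives have a fitted effect of over 55% in size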
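Biochemical qHTS of compounds, final roughly 60 µM downward over six points, against 10 nM purified firefly luciferase using Km concentrations of substrates (10 uM D-luciferin, 10 uM ATP) in Tris acetate pH 7.5 buffer; luminescence output.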
MLL CXXC-DNA inh = inhibitors of human MLL CXXC domain-DNA interaction; AID 2662; Q03164; 0.037% of 290,000 active; Potency, µM (highest dose often 115 µM), without a hit: at the top dose activity change, negative = inhibition, hits mostly inhibitors; MLL-CXXC / FITC-HOXA9 DNA fluorescence polarization; active = well fitted inhibition curve with a large enough effect in the polarisation, with a control signal flat, not every such curve was filed as active; inconclusive = small, poorly fitted or top-dose-only effect, or effect the other way, or a change in a side signal; inactive = no such curve, though single readings can be large or run the other way; the % refers to the polarisation
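Fluorescence polarization: 7 uM MLL-CXXC (stock) preincubated 5 min with compounds, then 50 nM fluorescein-HOX-A9 DNA (stock) added; 30 min ambient. Buffer 50 mM Tris-HCl pH 7.5, 50 mM NaCl, 1 mM DTT, 0.05% BSA.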
ELG1 genotox = inducers of genotoxicity in HEK293T ELG1-luciferase cells. HEK293T ELG1-luciferase reporter, luminescence, 16 h. Potency, µM (titrated, usually from 46 µM), inactives show at the top dose activity change, positive = activation, actives largely listed as activators. 1.3% of 330,000 active. AID 504466; also: % of control where 0% means no effect; nearly all actives have a fitted effect of over 60% in size
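Screening used a luciferase reporter fused to human ELG1 in HEK293T cells. Luminescence was read on a CCD plate imager after 16 hr exposure and 30 min ONE-Glo incubation.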
p53 reactivator = mutant p53 re-activation in reporter cells; AID 504706; H1299 p53-A138V BP100-luciferase reporter, luminescence, 24 h; Potency, µM (doses to about 92.2 µM), for inactives: top-dose activity change, positive = activation, hits mostly activators; 0.063% of 320,000 active; also: % of control where 0% means no effect; nearly all actives have a fitted effect of over 45% in size
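H1299 (p53-null), stable ts p53-A138V + BP100-Luc; 1000 cells/well, Opti-MEM/10% FBS; cpd 4 pt, 1:5; 24 h, 37 deg C, 5% CO2; detection reagent 10 min RT; luminescence.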
NPC1 promoter act = activators of NPC1 promoter; Potency, µM (doses to about 9.22 µM), for inactives: at the highest dose activation, usual class: activators; Huh7 NPC1 promoter luciferase reporter, 24 h; 2.4% of 320,000 active;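 also: % of control where 0% means no effect; nearly all actives have a fitted effect of over 60% in size; reporter is driven by a mutant NPC1 promoter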
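Huh7 cells stably carrying NPC1 promoter–luciferase, plated in Opti-MEM with 10% FBS for 2 h, were exposed to compound in DMSO for 24 h at 37 °C; luciferase reagent was added for 10 min and luminescence read.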
uPA generation = inhibitors of cell surface uPA generation | cell surface uPA generation assay, qHTS | Potency, µM (doses to about 38.3 µM), for the others: top-dose activity change, negative = inhibition, most hits filed as inhibitors | 0.31% of 330,000 active; active = well fitted inhibition curve with a large enough effect; inconclusive = small, poorly fitted or top-dose-only effect; inactive = no such curve, though single readings can be large or run the other way; tested in mouse RAW 264.7 cells; also: % is scaled to controls: 0 for no effect and ±100 for the full control effect; nearly all actives have a fitted effect of over 55% in size
BRCA1 expr up = increases BRCA1 expression; MCF7-BRCA1-FFLuc reporter, luminescence, 48 h; response scale: scaled: vehicle 0%, 10 µM genistein 100%; Potency, µM (top dose mostly 46.1 µM), without a hit: top-dose activation, usual class: activators; 1.1% of 380,000 active; AID 624202; also: nearly all actives have a fitted effect of over 80% in size; some results filed as inactive show a strong effect at the top dose
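Cells: MCF7-BRCA1-FFLuc, 2000/well. Exposure: 48 h, 37 °C, 5% CO2. Read: luminescence, 15 min post-substrate. Controls: genistein 10 microM (maximal activation), DMSO (neutral).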
MBNL1-CUG inh = inhibitors of human MBNL1 binding to CUG repeat RNA; Q9NR56; Potency, µM (titrated, usually from 57.5 µM), inactives show at the highest dose activity change, negative = inhibition, hits mostly inhibitors; TR-FRET MBNL1-His/biotin-(CUG)12 binding, 665/545 ratio; 0.036% of 280,000 active; active = well fitted inhibition curve with a large enough effect in the signal ratio, with a control signal flat, not every such curve was filed as active; inconclusive = small, poorly fitted or top-dose-only effect, or effect the other way, or a change in a side signal; inactive = no such curve, though single readings can be large or run the other way; the % refers to the signal ratio; also: % is scaled to controls: 0 for no effect and ±100 for the full control effect
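Inhibition of protein-RNA binding appears as loss of TR-FRET between terbium anti-His antibody on MBNL1-His and streptavidin-XL665 on biotin-(CUG)12. Activity is normalized to buffer-only and uninhibited-complex controls.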
RORg inh = blocks mouse ROR gamma transcriptional activity; Drosophila S2 Gal4-RORgamma UAS-luciferase reporter, 20 h; Potency, µM (top dose mostly 53.6 µM), for the others: top-dose activity change, negative = inhibition, hits mostly inhibitors; 5.4% of 310,000 active; also: % is scaled to controls: 0 for no effect and ±100 for the full control effect; nearly all actives have a fitted effect of over 60% in size
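Compounds are pin-transferred onto Drosophila Schneider cells expressing a copper-inducible Gal4–ROR gamma transactivation domain fusion. After 1 hr, copper sulfate is added to 700 uM final; luciferase is read 20 hr later.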
Rab9 prom act = activators of Rab9 promoter; Huh7 Rab9 promoter-luciferase reporter, luminescence, 24 h; Potency, µM (doses to about 9.22 µM), inactives show top-dose activation, negative = inhibition, actives largely listed as activators; 2.8% of 320,000 active; AID 485297; also: % of control where 0% means no effect; nearly all actives have a fitted effect of over 60% in size
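Rab9 promoter-driven luciferase in stably transfected Huh7 cells; 1500 cells/well rested 2 h, exposed to compound in DMSO for 24 h at 37 °C, 5% CO2. Luminescence read 10 min after adding luciferase reagent at ambient temperature.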
VP16 counter = inhibits Gal4-VP16 luciferase reporter, ROR gamma counter-screen | Potency, µM (top dose mostly 53.6 µM), for the others: at the top dose activity, negative = inhibition, hits mostly inhibitors | Drosophila S2 Gal4-VP16 UAS-luciferase, luminescence, 20 h | 3.5% of 310,000 active;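 also: Gal4-VP16 expression switched on by copper sulfate through the metallothionein promoter; % is scaled to controls: 0 for no effect and ±100 for the full control effect; nearly all actives have a fitted effect of over 50% in size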
Numbers without * were called inactive; ? = inconclusive; · = no result given; & = joins results of further samples; [ ] = another dose, or the depositor's remark. Unless noted, calls follow the shape of the dose curve; as a rule, active = well fitted curve in the direction sought with a large enough effect; inconclusive = small, poorly fitted or top-dose-only effect, or another doubt; inactive = no such curve, though single readings can be large; an effect the other way counts as inactive or inconclusive. Potency is read from the fitted curve at half-maximal effect. Not all compounds are listed; rates above refer to the full screens.

Every second line gives: MBNL1-CUG inh	RORg inh	p53 reactivator	ELG1 genotox	NPC1 promoter act	BRCA1 expr up	VP16 counter	Rab9 prom act	uPA generation	FLuc modulator	MLL CXXC-DNA inh
[1] CCCN1C(=O)c2ccc(C(=O)Nc3ccc4c(c3)OCO4)cc2C1=O
    9%	-2%	19%	?	?	-15%	13%	?	9%	?	2%
[2] COc1ccc(-c2nnc(Nc3ccc(S(=O)(=O)Nc4nccs4)cc3)c3ccccc23)cc1
    ?	-12%	-1%	13%	-4%	-5%	9%	0%	-3%	-13%	2%
[3] CCOC(=O)N1CCN(C(=O)CN(Cc2ccccc2)S(=O)(=O)c2ccc(OC)c(Cl)c2)CC1
    4%	4%	-9%	-13%	1%	1%	-2%	-5%	·	1%	2%
[4] CC(=O)c1ccccc1Oc1nc(CN2CCOCC2)nc2scc(-c3cccs3)c12
    16%	-6%	2%	0%	1%	-55%	?	0%	6%	2%	11%
[5] COC(=O)c1ccccc1NC(=O)Cn1nnc(-c2ccc3c(c2)OCO3)n1
    0%	-44%	25%	1%	3%	-6%	-7%	7%	2%	-9%	0%
[6] CC(=O)N1CCN(Cc2nc3cc(NC(=O)NC4CCCCC4)ccc3n2C)CC1
    -2%	14%	4%	9%	1%	29%	5%	-3%	-1%	-14%	36%[activator]
[7] O/N=C(/c1ccc(Cl)cc1)C1CC1c1ccccc1 (stereo not drawn)
    5%	-2%	12%	4%	4%	5%	2%	0%	1%	-11%	1%
[8] Nc1nc(NCCc2ccccc2)nc(NCCO)c1[N+](=O)[O-]
    ?	28%	4%	16%	7%	-64%	19%	8%	17%	1%	?
[9] N#Cc1ccc(CN2CCN(c3ccc(S(=O)(=O)N4CCCC4)cn3)CC2)cc1
    ·	·	5%	1%	-9%	-10%	·	-10%	-31%	1%	·
[10] Cc1cccc(NC(=O)NNC(=O)CCc2ccccc2)c1
    -2%	?	-4%	-1%	-1%	-31%	3%	4%	1%	0%	-1%

The list goes on.
Every second line gives: MBNL1-CUG inh	RORg inh	p53 reactivator	ELG1 genotox	NPC1 promoter act	BRCA1 expr up	VP16 counter	Rab9 prom act	uPA generation	FLuc modulator	MLL CXXC-DNA inh
[11] CC(C)CC1CCCCC1OC(=O)C[N+]1(C)CCCCC1 (stereo not drawn)
    ·	21%	-2%	-8%	-4%	-27%	-7%	3%	-7%	5%	10%
[12] COc1ccc(-n2c(SCC(=O)Nc3nccs3)nc3c(c2=O)SC(C)C3)cc1 (stereo not drawn)
    9%	24%	4%	3%	-2%	-46%	-15%	-7%	-1%	1%	-4%
[13] COc1cccc(/C=N/Nc2c(Cl)cncc2Cl)c1O
    ?	15%	13%	11%	?	?	-12%	28%	-7%	9.5µM*	4%
[14] Cc1ccc(C2Nc3cccc4cccc(c34)N2)s1
    ·	-20%	-1%	6%	25%	-35%	-20%	15%	-7%	?	14%
[15] Cc1ccc(C(=O)Nc2cccc(C(F)(F)F)c2)cc1NC(=O)c1ccno1
    3%	-10%	-6%	-2%	8%	-10%&-21%	13%	-7%	11%	?	5%
[16] Cc1c(NC(=O)Nc2ccc(C(C)C)cc2)c(=O)n(-c2ccccc2)n1C
    -4%	1%	-9%	4%	-5%	7%	6%	0%	-7%	1%	8%
[17] COc1cccc(NC(=O)Nc2nnc(N3C(C)CCCC3C)s2)c1 (stereo not drawn)
    -4%	15%	4%	-5%	29%	54%	26%	23%	1%	21µM*	3%
[18] Cc1ccc(SC2=C(Sc3ccc(C)cc3)C(=O)c3ccccc3C2=O)cc1
    3%	28%	?	12%	-9%	-52%	-6%	-9%	-4%	?	3%

From compound 8 as far as 15, as listed above:
Every second line gives: MBNL1-CUG inh	RORg inh	p53 reactivator	ELG1 genotox	NPC1 promoter act	BRCA1 expr up	VP16 counter	Rab9 prom act	uPA generation	FLuc modulator	MLL CXXC-DNA inh
[8] Nc1nc(NCCc2ccccc2)nc(NCCO)c1[N+](=O)[O-]
    ?	28%	4%	16%	7%	-64%	19%	8%	17%	1%	?
[9] N#Cc1ccc(CN2CCN(c3ccc(S(=O)(=O)N4CCCC4)cn3)CC2)cc1
    ·	·	5%	1%	-9%	-10%	·	-10%	-31%	1%	·
[10] Cc1cccc(NC(=O)NNC(=O)CCc2ccccc2)c1
    -2%	?	-4%	-1%	-1%	-31%	3%	4%	1%	0%	-1%
[11] CC(C)CC1CCCCC1OC(=O)C[N+]1(C)CCCCC1 (stereo not drawn)
    ·	21%	-2%	-8%	-4%	-27%	-7%	3%	-7%	5%	10%
[12] COc1ccc(-n2c(SCC(=O)Nc3nccs3)nc3c(c2=O)SC(C)C3)cc1 (stereo not drawn)
    9%	24%	4%	3%	-2%	-46%	-15%	-7%	-1%	1%	-4%
[13] COc1cccc(/C=N/Nc2c(Cl)cncc2Cl)c1O
    ?	15%	13%	11%	?	?	-12%	28%	-7%	9.5µM*	4%
[14] Cc1ccc(C2Nc3cccc4cccc(c34)N2)s1
    ·	-20%	-1%	6%	25%	-35%	-20%	15%	-7%	?	14%
[15] Cc1ccc(C(=O)Nc2cccc(C(F)(F)F)c2)cc1NC(=O)c1ccno1
    3%	-10%	-6%	-2%	8%	-10%&-21%	13%	-7%	11%	?	5%

Sorted by value in BRCA1 expr up (rising): three from the list above
No.	Molecule	RORg inh	p53 reactivator	NPC1 promoter act	BRCA1 expr up	Rab9 prom act	uPA generation	MLL CXXC-DNA inh
18	Cc1ccc(SC2=C(Sc3ccc(C)cc3)C(=O)c3ccccc3C2=O)cc1	28%	?	-9%	-52%	-9%	-4%	3%
14	Cc1ccc(C2Nc3cccc4cccc(c34)N2)s1	-20%	-1%	25%	-35%	15%	-7%	14%
11	CC(C)CC1CCCCC1OC(=O)C[N+]1(C)CCCCC1 (stereo not drawn)	21%	-2%	-4%	-27%	3%	-7%	10%
